# Compound activity (PubChem BioAssay)
# Akt phos inh – blocks phosphorylation of Akt; Neuro2A IGF-stimulated pAkt S473 HTRF, 20 min; hits give low values; activity change, % for hits at 50 µM; hit rate 0.32% among 360,000; in the data active means activity change below about -80%; inconclusive means mostly about -51% to -80%; further: on the % scale 0 is the no-effect control and ±100 the full control effect
#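 Single-point screen (50 µM final compound) in Neuro2A cells stimulated 20 min with 6 nM IGF at 37 deg C. After lysis, Ser473-phosphorylated Akt read by HTRF (ex 330 nm, em 615/665 nm) as the 665/615 ratio.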
# FUS yeast rescue – FUS proteinopathy suppression in yeast; S. cerevisiae FUS-expressing, growth rescue, OD600, 24 h; Potency, µM (series often up to 76.6 µM), inactives show top-dose growth rescue (activation), usual class: activators; hit rate 0.24% among 390,000; AID 1347120;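 further: potency means the concentration at half of the fitted maximal effect; plate controls were DMSO vehicle for no effect and reference control for full effect; nearly all actives have a fitted effect of over 55% in size; some results filed as inactive show a strong effect at the top dose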
#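 Cultures pregrown in 2.5% raffinose medium are shifted to minimal medium containing 2% galactose to express toxic FUS. Compounds are tested at several concentrations. After 24hr at 30C, growth is quantified at 600 nm absorbance.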
# Abeta rescue – restores growth of yeast expressing A-beta42 peptide | yeast expressing A-beta42, growth rescue, OD600, 48 h; response scale: 0% DMSO, 100% iron-clioquinol control | Potency, µM (top dose mostly 46.1 µM), for inactives: top-dose growth rescue, usual class: activators | hit rate 0.063% among 410,000 | AID 1347071; further: potency means the concentration at half of the fitted maximal effect; nearly all actives have a fitted effect of over 55% in size
#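 Yeast A-beta toxicity model in growth medium with pinned compounds, 48 h at 30 C; growth read as absorbance at 600 nm. Normalized to FeCl3/clioquinol equimolar mix (positive) and DMSO (negative).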
# TDP-43 yeast inh – inhibitors of TDP-43 toxicity in yeast; TDP-43 expressing yeast growth rescue, BacTiter-Glo, 24 h; Potency, µM (doses to about 46.1 µM), inactives show top-dose growth rescue (activation), most hits filed as activators; hit rate 1.8% among 410,000; AID 652104; further: potency means the concentration at half of the fitted maximal effect; % of control where 0% means no effect; nearly all actives have a fitted effect of over 50% in size
#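 Galactose-induced TDP-43 yeast, OD600=0.02, compound pinned; 24 hr, 30 deg C; BacTiter-Glo luminescence for growth. Inhibitors of TDP-43 toxicity read as activators.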
# Mm-Cpn inhibitor – inhibitors of Methanococcus maripaludis chaperonin (MmCpn); purified Mm-Cpn ATPase, ADP Transcreener TR-FRET; Potency, µM (series often up to 76.9 µM), for the others: top-dose activity, negative = inhibition, most hits filed as inhibitors; hit rate 0.031% among 330,000; further: potency means the concentration at half of the fitted maximal effect; on the % scale 0 is the no-effect control and ±100 the full control effect; nearly all actives have a fitted effect of over 80% in size
#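 TR-FRET (320 nm excitation; 590 and 665 nm emission) reports ADP made from 10 uM ATP by 25 nM enzyme; compounds were preincubated 10 min, reaction run 30 min, both at 37°C.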
# PTHR1 agonist – agonists of human PTHR1 parathyroid hormone receptor; hit rate 0.075% among 410,000; HEK293 GP2 PTHR1 cells, GloSensor cAMP luminescence, 1 h; Potency, µM (doses to about 115 µM), for inactives: at the highest dose activation, actives largely listed as activators; Q03431; further: potency means the concentration at half of the fitted maximal effect; nearly all actives have a fitted effect of over 55% in size; some results filed as inactive show a strong effect at the top dose; inactives centre near -15; many of its hits are not listed in these tables
# Target sequence (Q03431 whole entry, looked up): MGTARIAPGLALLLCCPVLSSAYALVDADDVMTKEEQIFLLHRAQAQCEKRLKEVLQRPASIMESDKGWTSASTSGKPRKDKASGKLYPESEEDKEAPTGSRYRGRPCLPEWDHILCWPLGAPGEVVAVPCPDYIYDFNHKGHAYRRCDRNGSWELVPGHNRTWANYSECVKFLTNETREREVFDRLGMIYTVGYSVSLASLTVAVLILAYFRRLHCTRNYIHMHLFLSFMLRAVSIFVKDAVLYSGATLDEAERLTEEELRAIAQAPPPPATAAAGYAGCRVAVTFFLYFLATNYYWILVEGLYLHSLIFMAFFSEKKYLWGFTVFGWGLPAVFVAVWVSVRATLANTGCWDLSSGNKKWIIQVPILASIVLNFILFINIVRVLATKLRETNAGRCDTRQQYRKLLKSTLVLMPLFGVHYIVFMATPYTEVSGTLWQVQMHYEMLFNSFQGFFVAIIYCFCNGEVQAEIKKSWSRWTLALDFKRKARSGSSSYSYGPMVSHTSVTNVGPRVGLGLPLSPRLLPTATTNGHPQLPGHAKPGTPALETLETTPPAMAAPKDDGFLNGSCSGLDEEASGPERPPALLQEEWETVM
#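 HEK-293-derived GP2 cells expressing PTHR1 and a GloSensor cAMP reporter, 3,000/well, plated overnight, given luciferin plus IBMX (each 0.5 mM as added) for 1 h at 37 °C, then compound for 1 h at 37 °C. Luminescence was read after 15 min at room temperature.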
# GLP1R cytotox – cytotoxic in the GLP-1 receptor inverse agonist counter-screen; HEK293 cAMP-luciferase reporter cells, luminescence, 24 h; Potency, µM (top dose mostly 38.3 µM), for the others: at the top dose activity change, negative = inhibition, most hits filed as inhibitors; hit rate 0.13% among 410,000; AID 624418;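 further: loss of luciferase light is scored as toxicity; potency means the concentration at half of the fitted maximal effect; on the % scale 0 is the no-effect control and ±100 the full control effect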
#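 Compound-treated cells are incubated 24 hr at 37 deg C under 5% CO2 after a 12 hour attachment period, then luciferase detection reagent is added and luminescence is measured following 12 min at room temperature; lowered signal indicates toxicity.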
# GLP1R inv ag – acts as inverse agonist at human GLP-1 receptor; P43220; HEK293 GLP-1R CRE-luciferase, luminescence, 24 h; GLP-1R form is constitutively active; Potency, µM (series often up to 38.3 µM), without a hit: top-dose activity change, negative = inhibition, hits mostly inhibitors; hit rate 1.6% among 410,000; AID 624417; further: potency means the concentration at half of the fitted maximal effect; on the % scale 0 is the no-effect control and ±100 the full control effect; nearly all actives have a fitted effect of over 55% in size
# Target sequence (P43220 whole entry, looked up): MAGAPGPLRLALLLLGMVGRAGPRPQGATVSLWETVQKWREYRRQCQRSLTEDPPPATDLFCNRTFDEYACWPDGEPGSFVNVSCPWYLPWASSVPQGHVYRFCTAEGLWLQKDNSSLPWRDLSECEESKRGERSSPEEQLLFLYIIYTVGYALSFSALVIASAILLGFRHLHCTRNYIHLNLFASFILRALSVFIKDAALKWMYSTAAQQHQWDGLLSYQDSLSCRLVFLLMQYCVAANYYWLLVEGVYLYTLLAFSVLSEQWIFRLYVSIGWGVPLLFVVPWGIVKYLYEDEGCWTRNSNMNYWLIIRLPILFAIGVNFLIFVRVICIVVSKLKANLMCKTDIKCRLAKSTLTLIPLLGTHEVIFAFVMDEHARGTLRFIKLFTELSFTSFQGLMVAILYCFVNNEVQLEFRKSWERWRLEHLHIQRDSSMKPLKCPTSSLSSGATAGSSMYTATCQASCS
#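 Using stably transfected HEK293 (constitutively active GLP-1R, cAMP-luciferase reporter), compounds were incubated 24 hr and luciferase measured by luminescence.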
# aSyn yeast inh – inhibitors of alpha-synuclein toxicity in yeast | hit rate 0.14% among 370,000 | Potency, µM (series often up to 46.1 µM), for the others: top-dose growth rescue (activation), most hits filed as activators | Yeast expressing alpha-synuclein, growth rescue, BacTiter-Glo, 24 h; further: potency means the concentration at half of the fitted maximal effect; % of control where 0% means no effect; nearly all actives have a fitted effect of over 65% in size
#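 Readout is rescue of growth in alpha-synuclein-expressing yeast, so inhibitors of toxicity appear as activators. Growth after 24 hr at 30 deg C in galactose medium is quantified by luminescence.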
# Active calls of the source: *; i = inactive; u = inconclusive; x = not tested or not shown; & = joins results of further samples; [ ] = another dose, or the depositor's remark. Unless noted, the call rests on the fitted dose curve; in most records, active means well fitted curve in the direction sought with a large enough effect; inconclusive means small, poorly fitted or top-dose-only effect, or another doubt; inactive means no such curve, though single readings can be large; an effect the other way counts as inactive or inconclusive. Not all compounds are listed; the hit share may differ from the screen's.
SMILES,Akt phos inh,FUS yeast rescue,Abeta rescue,TDP-43 yeast inh,Mm-Cpn inhibitor,PTHR1 agonist,GLP1R cytotox,GLP1R inv ag,aSyn yeast inh
COc1ccc(C(C)=O)cc1CN1C(=O)NC2(CCCCC2C)C1=O (stereo unspecified),i,-14%,10%,3%,0%,i,10%,0%,u
O=C(c1cccc(Br)c1)c1conc1C(=O)c1ccco1,i,-27%,-32%,22%,-1%,-27%,2%,1%,2%
Cc1ccccc1-c1nc2c(c(SCc3cccc(Cl)c3)n1)Cc1c(CO)cnc(C)c1O2,x,1%,-2%,13%,x,i,-2%,6%,x
CCN(CC)CCCN1C(=O)C(O)=C(C(=O)c2cc3cccc(OC)c3o2)C1c1ccncc1 (stereo unspecified),-90%*,3%,1%,0%,-11%,-8%[57.5 µM],-23%,-10%,-8%
CCCN(CCC)CCCNC(=O)c1cc2c(=O)n(C)c3ccccc3c2n1C,i,-7%,-24%,6%,-4%,i,-20%,0%,-8%
c1coc(CN(Cc2ccco2)c2ncnc3c2oc2ccccc23)c1,i,u,-9%,20µM*,-1%,-92%[inhibitor][57.5 µM],-9%,0%,1%
O=C(CCC(=O)OCC(F)(F)C(F)F)NCc1ccccc1,i,15%,-14%,9%,u,i,-16%,-4%,0%
COc1ccc(C(=O)NCc2cccnc2)cc1C(=O)NCc1cccnc1,i,-18%,0%,0%,-2%,-18%,1%,5%,10%&-1%
CCN(C)C1CN(Cc2cn(CCCC(=O)OC)nn2)S(=O)(=O)C1 (stereo unspecified),i,-7%,3%,23%,x,i,6%,27%,-4%
O=c1[nH]c(/C=C\c2cccc(C(F)(F)F)c2)nc(O)c1[N+](=O)[O-],i,22%,-14%,-16%,-5%,-38%[inhibitor],17%,-14%,-6%
CCOC(=O)Oc1ccc2oc(C)c(C(=O)OCCOC)c2c1,i,21%,-37%[inhibitor],14%,0%,i,3%,0%,-29%
COc1ccc(NC(=O)CC2C(=O)N(C)C(=S)N2CCc2ccccc2)cc1 (stereo unspecified),i,35%,u,u,2%,i,-2%[1.53 µM],u,9%
O=C(Nc1ccc(F)cc1Cl)c1ccc2c(=O)n3c(nc2c1)CCC3,i,19%,-10%,20%,1%,i,1%,-2%,0%
O=C(COc1ccc2ccccc2c1)NNC(=O)C(=O)Nc1ccccc1,i,36%,2%,0%,-3%,-19%,5%,15%,-9%
O=C(NCCc1ccccc1)c1nc2c(nnn2Cc2ccccc2Cl)c(=O)[nH]1,x,12%,-8%,-7%,1%,i,-5%,0%,-3%
COc1ccc(Br)cc1C1CC(=O)Nc2c1c(C)nn2-c1nc(C)cc(C)n1 (stereo unspecified),x,-12%,8%,11%[9.22 µM],x,-18%,-2%,7%,x
C/C(CC(=O)NCC(C)C)=N\NC(=O)COc1cc(C)c(Br)cc1Br,i,17%,-2%,17%,0%,-28%,-2%,-21%,5%
O=C(CSc1oc(-c2ccccc2)nc1S(=O)(=O)c1ccc(F)cc1)NCC1CCCO1 (stereo unspecified),i,2%,8%,10%,-2%,-35%,0%,-1%,0%
COc1cc(C(=S)N2CCOCC2)cc(OC)c1OS(=O)(=O)c1ccc(C)cc1,i,24%,11%,9%,-4%,-11%,-12%,1%,3%
Cc1cc(C)cc(NC(=O)N2CCC(NC(=O)c3ccccc3C)CC2)c1,i,18%,-5%,9%,1%,i,-8%,6%,-2%
CNC(=S)N/N=C/c1cc(Br)c(OCc2ccncc2)c(OC)c1,i,-20%,-1%,14%,-1%,-16%,u,u,1%
Cc1n[nH]c(C)c1S(=O)(=O)N1CCCCCC1,i,u,-7%,-19%,0%,-16%,9%,22%,-6%
Cc1cccc(/C=N/NC(=O)c2cc(-c3cccnc3)nc3c2c(C)nn3-c2ccccc2)c1,i,x,1%,u,-1%,i,5%,-5%,4%
CC1CCc2c(sc(NC(=O)CSc3ncn[nH]3)c2C#N)C1 (stereo unspecified),i,-6%,-3%,22%,0%,-27%,-6%,-8%,11%
Cc1ccc(S(=O)(=O)Nc2ccc3[nH]c(=O)sc3c2)cc1C,x,-4%,-8%,u,x,-27%,-1%,-9%,x
CCOC(=O)c1cc(S(=O)(=O)NCCc2ccc(OC)c(OC)c2)cn1C,i,-1%,8%,-5%,0%,-1%,0%,24%,7%
O=C(Nc1ccc(Cl)cc1)c1cc(S(=O)(=O)Nc2ccccn2)ccc1Cl,i,1%,-7%,-18%,0%,-12%,7%,-5%,0%
CC(C)C1CC(C(=O)Nc2ccccc2)C(=O)O1 (stereo unspecified),i,-13%,7%,22%,x,i,-12%,5%,10%
COc1cccc(NC(=S)NC(=O)Cc2ccc(Cl)cc2)c1,i,14%,u,-2%,-2%,-32%[inhibitor],u,-7%,2%
COc1ccc(Br)cc1S(=O)(=O)N1CCCc2ccccc21,i,0%,u,u,2%,-4%,-8%,u,22%
O=C(CN1C(=O)NC2(CCCCC2)C1=O)Nc1ccc(S(=O)(=O)N2CCOCC2)cc1,i,-10%,9%,2%,-2%,i,46%[activator],4%,-2%
Cc1ccc(NC(=O)OC(C)CNC(=O)Oc2cccc(C)c2)cc1 (stereo unspecified),i,-8%,-1%,26%,0%,-27%,-16%,-22%,-1%
COc1ccc(Cn2c(CNC(=O)c3ccc(N(C)C)cc3)nc3cccnc32)cc1,x,5%,-16%,7%,x,i,5%,1%,x
O=C1c2ccccc2NC2(CCCC2)N1O,i,2%,29%,12%,0%,-21%,-17%,u,5%
NCCSc1c(-c2ccc(Cl)cc2)[nH]c2ccccc12,i,21%,-23%,24%,-5%,-10%,-22%,u,11%
O=C1CC(N2CCCc3ccccc32)C(=O)N1c1ccccc1Cl (stereo unspecified),i,18%,u,u,-1%,-14%[57.5 µM],-4%,-1%,14%
Cc1ccccc1OCC(=O)N/N=C1\CC(=O)CC(C)(C)C1,i,5%,13%,-2%,2%,-14%,1%,-5%,0%
COc1cccc(NC(=O)/C=C/c2ccccc2[N+](=O)[O-])c1,i,-9%,8%,10%,-1%,-11%,-13%,u,-21%
CCCNC(=O)CN1CCN(c2ncc(NC(=O)c3ccc(Cl)cc3)cc2C(=O)O)CC1,x,11%,5%,8%,x,i,9%,6%,x
CSc1ncc(C(=O)O)c(C)n1,i,-30%,-9%,-4%,1%,-7%,2%,19%,-2%

# Brought forward from above: six entries; new compounds follow.
SMILES,Akt phos inh,FUS yeast rescue,Abeta rescue,TDP-43 yeast inh,Mm-Cpn inhibitor,PTHR1 agonist,GLP1R cytotox,GLP1R inv ag,aSyn yeast inh
NCCSc1c(-c2ccc(Cl)cc2)[nH]c2ccccc12,i,21%,-23%,24%,-5%,-10%,-22%,u,11%
O=C1CC(N2CCCc3ccccc32)C(=O)N1c1ccccc1Cl (stereo unspecified),i,18%,u,u,-1%,-14%[57.5 µM],-4%,-1%,14%
Cc1ccccc1OCC(=O)N/N=C1\CC(=O)CC(C)(C)C1,i,5%,13%,-2%,2%,-14%,1%,-5%,0%
COc1cccc(NC(=O)/C=C/c2ccccc2[N+](=O)[O-])c1,i,-9%,8%,10%,-1%,-11%,-13%,u,-21%
CCCNC(=O)CN1CCN(c2ncc(NC(=O)c3ccc(Cl)cc3)cc2C(=O)O)CC1,x,11%,5%,8%,x,i,9%,6%,x
CSc1ncc(C(=O)O)c(C)n1,i,-30%,-9%,-4%,1%,-7%,2%,19%,-2%
Cc1ccc(C(C)NC(=O)c2cc3cc(Br)ccc3oc2=N)cc1 (stereo unspecified),i,10%,11%,-19%,-3%,-10%,5%,-13%,0%
CN1CCN(C(=O)C2CCN(S(=O)(=O)c3ccc(F)cc3)CC2)CC1,i,9%,2%,0%,0%,i,0%,3%,-2%
C/C(CC(=O)Nc1ccc(Cl)c(Cl)c1)=N\NC(=O)Cc1ccccc1,i,-1%,30%,25%,1%,i,-2%,u,15%
O=C1CCC[C@@H]2C[C@@]3(C[C@@H]4CCN1[C@H]24)Nc1cc(Cl)ccc1NC3=NCc1ccccc1,i,-21%,7%,12%,x,-12%,-4%,-6%,11%
CCCc1cc2c(-c3ccccc3)cc(=O)oc2cc1OCc1ccc(C(=O)O)o1,i,29%,-7%,21%,0%,-30%,-1%,14%,6%
COc1ccc(S(=O)(=O)N2CCCCC2)cc1NC(=O)c1cccnc1SC,i,25%,12%,9%,1%,-9%,-4%,14%,-7%
CC(=O)c1cccc(NC(=O)c2cc(-c3cccs3)on2)c1,i,4%,-11%,-5%,-2%,-3%,-12%,10%,-3%

# An excerpt from above in order of their number in GLP1R inv ag, highest first:
SMILES	GLP1R inv ag
CCCc1cc2c(-c3ccccc3)cc(=O)oc2cc1OCc1ccc(C(=O)O)o1	14%
CC(=O)c1cccc(NC(=O)c2cc(-c3cccs3)on2)c1	10%
Cc1ccc(C(C)NC(=O)c2cc3cc(Br)ccc3oc2=N)cc1 (stereo unspecified)	-13%

# 3 compounds from above, reduced to GLP1R cytotox.
Compound | GLP1R cytotox
CCCc1cc2c(-c3ccccc3)cc(=O)oc2cc1OCc1ccc(C(=O)O)o1 | -1%
COc1ccc(S(=O)(=O)N2CCCCC2)cc1NC(=O)c1cccnc1SC | -4%
CC(=O)c1cccc(NC(=O)c2cc(-c3cccs3)on2)c1 | -12%
